# FXIIa inh 1536: factor XIIa (human) inhibition. P00748. purified FXIIa, Boc-QGR-AMC fluorogenic substrate, 2 h. inhibition, % at 5 µM. actives 0.3% (n = 220,000); in the data active = inhibition above about 40%;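 also: 0% = enzyme with no compound and 100% = blank without enzyme; many of its hits are not listed in these tables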
# p97 inhibitor: human p97 ATPase inhibition; P55072; recombinant p97 ATPase, Kinase-Glo ATP luminescence, 3 h; inhibition, % at 8 µM; actives 0.42% (n = 220,000); AID 1481; in the data active = inhibition above about 15%;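 also: 0% = DMSO vehicle and 100% = wells lacking enzyme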
# Furin inhibitor: human furin inhibition; P09958; purified furin, fluorogenic substrate cleavage; inhibition, % at 30 µM; actives 0.061% (n = 220,000); AID 463115; in the data active = inhibition above about 25%; also: inactives centre near -15
# Target sequence (P09958 108-714 limits assumed): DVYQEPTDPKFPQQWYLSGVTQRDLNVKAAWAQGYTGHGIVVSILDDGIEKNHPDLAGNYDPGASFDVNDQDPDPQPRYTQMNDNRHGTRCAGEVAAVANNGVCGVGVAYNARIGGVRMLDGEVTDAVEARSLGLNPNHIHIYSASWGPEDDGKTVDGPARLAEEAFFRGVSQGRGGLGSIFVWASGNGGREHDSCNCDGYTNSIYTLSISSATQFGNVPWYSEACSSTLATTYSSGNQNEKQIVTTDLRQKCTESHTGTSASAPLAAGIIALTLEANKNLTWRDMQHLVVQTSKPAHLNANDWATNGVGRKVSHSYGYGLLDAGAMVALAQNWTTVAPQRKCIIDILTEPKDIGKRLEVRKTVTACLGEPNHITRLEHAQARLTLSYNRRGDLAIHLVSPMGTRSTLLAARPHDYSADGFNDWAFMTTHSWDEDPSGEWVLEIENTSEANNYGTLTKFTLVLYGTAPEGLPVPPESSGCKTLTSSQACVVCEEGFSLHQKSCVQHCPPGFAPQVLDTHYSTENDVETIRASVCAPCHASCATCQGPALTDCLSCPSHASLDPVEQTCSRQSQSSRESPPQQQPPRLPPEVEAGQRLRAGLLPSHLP
# thrombin 1536: blocks human thrombin protease activity | P00734 | alpha-thrombin, Boc-VPR-AMC fluorogenic substrate cleavage | inhibition, % at 5 µM | actives 0.26% (n = 220,000);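 active = inhibition at or above 40%; inactive = inhibition below 40%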;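 also: 0% = enzyme with no compound and 100% = wells without enzyme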
#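 Test system: human alpha-thrombin protein / Dosing: one concentration per compound, 5 µM, with 0.2% DMSO / Medium: pH 7.5 Tris-saline with Tween 20 / Benchmarks: no-compound enzyme wells and no-enzyme blanks / Read-out basis: percent inhibition of thrombin substrate cleavage / Timing: reaction at room temperature / Measured by: fluorescence, ex 355 nm, em 460 nm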
# Wee1 stabilizer: blocks degradation of human Wee1 kinase; HeLa Luc-Wee1K328M stability, luciferase luminescence; 100% = proteasome inhibitor MG132 effect; reporter increase, % at 5 µM; actives 1.2% (n = 220,000); AID 1321;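 active = activation above the mean of all tested compounds plus 3 SD, set per screening run, cut at about 8.8% in these data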;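 also: cells exposed to compound for 20 h before luminescence read; 0% = DMSO alone and 100% = MG132 at 30 µM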
# hK5 inh: inhibitors of human kallikrein 5. recombinant hK5, fluorogenic AMC substrate cleavage. actives 0.59% (n = 210,000). inhibition, % at 5 µM;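 active = inhibition of 40% or more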;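 also: 0% = enzyme controls without compound and 100% = no-enzyme blanks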
# Target sequence (Q9Y337 67-293 limits assumed): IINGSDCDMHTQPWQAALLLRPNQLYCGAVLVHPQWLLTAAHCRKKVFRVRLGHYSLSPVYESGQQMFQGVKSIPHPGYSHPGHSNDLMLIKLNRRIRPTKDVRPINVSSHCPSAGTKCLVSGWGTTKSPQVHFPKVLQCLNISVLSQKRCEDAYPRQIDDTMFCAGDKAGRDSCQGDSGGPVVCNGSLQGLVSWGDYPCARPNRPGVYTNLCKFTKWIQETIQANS
# Cl transport mod: KCC2 (human) Cl- transport modulation; Q9H2X9; KCC2 cells, thallium flux FluoZin-2 fluorescence; B-score of Tl+ flux slope (higher = more flux/activation; lower = inhibition) at 10 µM; actives 2.2% (n = 190,000); AID 1456;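 active = thallium flux slope and its plate-corrected score both differing from the plate sample mean at a set confidence after two filtering rounds, in either direction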;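 also: slope of fluorescence scaled to starting intensity during 10 to 20 s after thallium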
# FXIa inh 1536: inhibitors of human coagulation factor XIa. actives 0.14% (n = 220,000). inhibition, % at 5 µM. purified FXIa, Boc-Glu-Ala-Arg-AMC fluorogenic substrate. AID 798;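 active = inhibition of at least 40%; inactive = inhibition below 40%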;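 also: fluorescence of freed AMC excited at 355 nm; 0% = enzyme without compound and 100% = no enzyme blank; many of its hits are not listed in these tables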
# PERK inh: blocks human PERK kinase. actives 0.17% (n = 220,000). AID 1416. Q9NZJ5. inhibition, % at 5.6 µM. CHO PERK-DD fusion, SEAP luminescence translation reporter;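 active = inhibition above the mean inhibition of all tested compounds plus 3 SD, set separately per screening campaign, cut at about 2.9% in these data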;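 also: PERK kinase domain activated by AP20187 dimerizer at 100 nM; 0% = DMSO with dimerizer and 100% = rapamycin at 8.4 µM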
# * = called active by the depositor; i = inactive; · = not tested or not shown; [ ] = another dose, or the depositor's remark.
compound	p97 inhibitor	thrombin 1536	Wee1 stabilizer	FXIa inh 1536	Furin inhibitor	PERK inh	FXIIa inh 1536	hK5 inh	Cl transport mod
CCCCCCOC(=O)Cc1c(C)nc(-c2ccccc2)[nH]c1=O	-2	-5	-2	-1	-33[20 µM]	0.8	7	-23	0.019
Cc1c(NC(=O)c2cc(-c3ccco3)on2)c(=O)n(-c2ccccc2)n1C	3	0	0	1	6	0.1	15	-10	0.35
Cc1cccc(C(=O)OC(C)CN2CCOCC2)c1 (stereo unspecified)	4	-5	-3	-2	-31	0.5	5	-3	0.17
Cc1ccccc1CSCC(=O)NC(=O)NC(C)(C)C	-9	-1	1	10	-8	-0.8	19	-26	-1.4
CCOC(=O)N1CCC(N2C(=O)c3ccccc3C2Nc2ccc3c(C)cc(=O)oc3c2)CC1 (stereo unspecified)	3	1	-1	-21	-24	-0.4	-65	-36	-0.29
O=C(N/N=C\c1ccc(-c2ccc([N+](=O)[O-])cc2)o1)c1ccc2c(c1)OCO2	6	-6	0	-2	-6	1.1	5	-10	-1.1
CC1CCN(S(=O)(=O)N2CCC(C(=O)O)CC2)CC1	1	-11	0	-1	-20	1.5	8	-9	0.39
CCOC(=O)Cn1cc(C(=O)c2ccco2)c2ccccc21	-2	4	2	2	13	-1.4	20	-1	-0.28
Cn1c(N)c(C(=O)N/N=C/c2ccccc2)sc1=S	8	-2	-2	1	-30	-0.6	4	2	0.37
O=C(Nc1nc2nccc(-c3ccccc3)n2n1)c1ccccc1	5	7	0	0	-8	1.1	5	-5	-0.7
COc1ccc(N2CCN(C(=O)c3ccc(Oc4ccc(C(F)(F)F)cn4)cc3)CC2)cc1	-9	-1	1	4	8[20 µM]	-1.0	15	-13	·
CCOP(=O)(c1ccccc1)C1(O)CCCCC1 (stereo unspecified)	9	-5	-1	-1	-16[20 µM]	1.7	-2	-1	·
CN(C)C(=O)CSC1c2ccccc2C(=O)N1c1ccccc1 (stereo unspecified)	-1	7	1	3	-18[20 µM]	-1.1	11	78*	·
CCC(C(=O)NCc1ccco1)N(C(=O)CNS(=O)(=O)c1ccccc1)c1ccc(OC)cc1 (stereo unspecified)	1	-4	-2	-15	-19[20 µM]	-1.3	-1	-12	·
O=c1[nH]c(-c2ccccc2F)nc2c1sc(=S)n2Cc1ccccc1	1	-15	6	-7	-1	-0.5	4	0	0.3

# (more compounds)
compound	p97 inhibitor	thrombin 1536	Wee1 stabilizer	FXIa inh 1536	Furin inhibitor	PERK inh	FXIIa inh 1536	hK5 inh	Cl transport mod
CCOC(=O)c1ccc2c(c1)N(CC(=O)N1CCCCC1)C(=O)C(C)(C)O2	-1	-4	2	-9	-8[20 µM]	-1.0	1	-8	-0.077
CCCCn1c(SCc2ncc(-c3ccccc3)o2)nc2cc(S(N)(=O)=O)ccc21	4	6	-1	1	-16	0.5	15	4	·
CN1C(=O)SC(Nc2ccccc2C(=O)O)C1=O (stereo unspecified)	4	-1	-2	-12	-35	0.9	13	1	0.46
N#Cc1ccc(C(=O)Nc2nc(SCc3ccc(Cl)cc3)n[nH]2)cc1	-1	-6	2	-2	-14	1.5	8	-2	0.079
O=c1cc(CN2CCN(c3ccccc3)CC2)c2cc(O)c(-c3ccccc3)cc2o1	-2	-2	-3	0	-10	0.0	3	-3	·
CSc1n[nH]c(-c2sccc2OCc2ccc(C)cc2)n1	0	-2	-1	-8	-20[20 µM]	-0.1	9	10	·
CCc1ccccc1Nc1nc2ccccc2n1CC	0	-4	2	-4	-22	0.7	6	1	-0.18
O=C(c1ccco1)N(Cc1ccc([N+](=O)[O-])cc1)c1ccc(Cl)cc1	-1	1	-2	-16	-16	1.0	2	11	0.085
O=C1CC(NCc2ccncc2)C(=O)N1c1ccccc1 (stereo unspecified)	-4	-6	-2	-6	-10	0.3	9	4	0.073
O=C(Nc1ccc(N2C(=O)C3CCCCC3C2=O)cc1Cl)c1cccs1 (stereo unspecified)	2	0	1	-5	-25	-0.1	10	4	-0.12
Cc1cccc(C)c1Nc1nnc(SCC(=O)c2ccc3c(c2)NC(=O)CO3)s1	4	-8	-1	2	-24	0.7	5	-22	-3.8*
Cn1c(SCC(N)=O)nnc1-c1ccc(C(C)(C)C)cc1	2	5	0	16	-12	1.4	29	·	0.92
CCn1c2ccccc2c2nnc(SCC(=O)N(C)C3CCS(=O)(=O)C3)nc21 (stereo unspecified)	5	1	1	7	-4	0.0	17	-14	1.3
CN(C)C(=O)N1CCCC(C(=O)NCc2ccccc2Cl)C1 (stereo unspecified)	-1	0	2	-6	-9	0.3	-9	-4	-0.16
CCCn1c(SCC(=O)NC2CCCC2)nnc1-c1ccccn1	3	1	5	3	-22	1.7	10	0	0.85

# Nothing new here: an excerpt of the list.
compound	p97 inhibitor	thrombin 1536	Wee1 stabilizer	FXIa inh 1536	Furin inhibitor	PERK inh	FXIIa inh 1536	hK5 inh	Cl transport mod
CCOC(=O)c1ccc2c(c1)N(CC(=O)N1CCCCC1)C(=O)C(C)(C)O2	-1	-4	2	-9	-8[20 µM]	-1.0	1	-8	-0.077
CCCCn1c(SCc2ncc(-c3ccccc3)o2)nc2cc(S(N)(=O)=O)ccc21	4	6	-1	1	-16	0.5	15	4	·

# (continued)
compound	p97 inhibitor	thrombin 1536	Wee1 stabilizer	FXIa inh 1536	Furin inhibitor	PERK inh	FXIIa inh 1536	hK5 inh	Cl transport mod
COc1ccc(C2Nc3ccccc3C(=O)N2c2ccc(C)cc2)cc1Cn1nnc2ccccc21 (stereo unspecified)	9	-3	0	2	-15[20 µM]	0.2	13	1	·
CCOC(=O)c1c(NC(=O)C2CCCO2)sc(C(=O)OC(C)(C)C)c1C (stereo unspecified)	-1	-2	-1	-2	-19[20 µM]	0.3	7	-3	-0.12
COC(=O)[C@@H]1C[C@@H]2CC[C@@H](O)C[C@@H]2N1Cc1ccc(C(F)(F)F)cc1	·	-4	·	-3	-24	·	3	-2	-0.55
CCN(CC)CCOc1ccc(Br)cc1	2	-3	-4	-1	-7[20 µM]	0.5	2	-25	-0.52
Cc1ccc(/C=C2\Oc3c(ccc(O)c3CN3CCN(CCO)CC3)C2=O)cc1	2	-10	4	-5	4	-0.4	2	-2	i
CCN(CC)c1ccc(NC(=O)C2=CCN(S(=O)(=O)c3ccc(F)cc3)CC2)c(C)c1	4	-2	-2	-5	-15	-0.1	-5	-13	-1.4
O=[N+]([O-])c1ccc(Oc2c(F)c(F)nc(N3CCCC3)c2F)cc1	-4	1	3	9	-15[20 µM]	0.0	19	1	0.82
C[n+]1ccc(CC2C(=[N+]([O-])[O-])C=Nc3ncnn32)cc1 (stereo unspecified)	4	-11	-2	-4	-16	0.7	-9	-7	-0.33
O=C(O)CSCC(=O)NCc1cccc(C(F)(F)F)c1	3	40*	-4	-5	-16	0.7	0	1	0.4
CCN(C(=O)CN1CCN(c2ccccc2F)CC1)c1c(N)n(Cc2ccccc2)c(=O)[nH]c1=O	3	-4	0	-5	-25	0.4	0	-17	0.077
Cc1ccc(S(=O)(=O)NCc2ccc(C(=O)NC3CC3)cc2)cc1	5	-3	2	0	-26	0.6	7	-9	-0.75
O=S(=O)(Nc1nccs1)c1ccc(Cl)cc1	1	-1	4	17	-12[20 µM]	-0.3	33	-1	·
CC(/C=N/NC(=O)c1cccnc1)=C\c1ccco1	2	1	0	7	2[20 µM]	1.1	18	5	0.79
COc1ccc2nc(SCc3nc(N)nc(Nc4ccccc4)n3)[nH]c2c1	4	-2	-2	-24	-21	-1.2	7	5	-0.99
[O-]/C(=C(\C(=S)Nc1ccc(SC(F)F)cc1)[n+]1cccc(CO)c1)c1ccc(Cl)s1	3	-3	-1	-4	-5	1.3	2	-2	2

# Next structures:
compound	p97 inhibitor	thrombin 1536	Wee1 stabilizer	FXIa inh 1536	Furin inhibitor	PERK inh	FXIIa inh 1536	hK5 inh	Cl transport mod
O=C(Nc1ccc2c(c1)CCC2)c1cnccn1	4	-7	3	6	-17[20 µM]	0.3	5	-27	0.075
Cc1cc(NS(=O)(=O)c2ccc(NC(=O)C(CC(C)C)N3C(=O)c4ccccc4C3=O)cc2)nc(C)n1 (stereo unspecified)	-7	-17	4	0	-8[20 µM]	0.1	-7	3	0.029
O=C(COC(=O)C1CCCCC1)Nc1cc([N+](=O)[O-])ccc1F	3	-6	-1	-4	-11	0.1	3	-4	1.2
COc1ccc(NC(=O)CN2CCN(CC(=O)Nc3ccc(OC)c(OC)c3)CC2)cc1	7	3	-2	9	-19	0.9	17	-1	0.39
COc1ccc(OC)c(N(CC(=O)Nc2ccc3c(c2)OCCO3)S(C)(=O)=O)c1	1	-3	3	-5	8	-0.6	-14	1	0.87
CC1COC2C(O1)N(S(C)(=O)=O)CCN2S(C)(=O)=O (stereo unspecified)	-1	-11	2	0	-17	2.0	8	-8	0.053
CSc1ncc(C(=O)O)n1-c1ccc(F)cc1	6	18	2	13	-12	0.1	27	32	-3.3
CCN(CC)CCN(Cc1cc2cc(C)cc(C)c2[nH]c1=O)C(=S)NCc1ccco1	3	-1	-3	-1	-29	-1.1	8	-11	0.1
COc1ccc(C(=O)C2CCCN(S(=O)(=O)C(C)C)C2)c(C)c1 (stereo unspecified)	1	-12	-6	-4	-18	-0.7	7	-2	-0.017
Cc1cc(C)c(S(=O)(=O)N2CCOC2CNC(=O)C(=O)NCc2ccco2)c(C)c1 (stereo unspecified)	2	1	2	5	-21	-0.3	12	-5	-0.82
COc1cc(/C=C(\C#N)c2nc3ccccc3[nH]2)cc(OC)c1O	2	-5	-2	3	-15	0.1	7	7	·
N/C(=N\OC(=O)COc1ccccc1)c1ccccn1	5	1	4	7	-15	1.4	10	-4	0.64
CC(C)NC(=O)CN(CCc1ccccc1)S(C)(=O)=O	3	-6	-2	-7	-28	0.4	-6	2	·
CC1CCCC(NC(=O)CSC2CCCCC2)C1C (stereo unspecified)	-2	-9	-2	18	-18	1.6	8	1	-1.7
COc1ccc(-n2cnnc2SCC(=O)Nc2ccc(N3CCOCC3)cc2)cc1	2	2	2	1	-17[20 µM]	1.2	15	-19	0.14

# Remaining list, next part.
compound	p97 inhibitor	thrombin 1536	Wee1 stabilizer	FXIa inh 1536	Furin inhibitor	PERK inh	FXIIa inh 1536	hK5 inh	Cl transport mod
Cc1cc(C)c2ccc(C(=O)O)nc2c1O	0	2	2	6	-7[20 µM]	0.4	16	-270	-0.87
C/C(=N\NC(=O)Cc1cccn1C)c1cccs1	6	-6	-1	5	-24	1.4	6	-8	0.3
COc1cc(CNC(C)C)c(Br)cc1OC1CCCC1	0	3	5	0	-35	-0.3	·	4	0.72
COc1ccc([C@H]2[C@H](C(=O)C(C)(C)C)N3N=Cc4ccccc4C3C23C(=O)OC(C)(C)OC3=O)cc1 (stereo partly specified)	2	-2	-2	6	-14	0.1	12	-9	0.073
O=C(CSc1nnc(-c2ccc3c(c2)OCO3)o1)Nc1ncc(C(F)(F)F)cc1Cl	3	-3	-1	2	-13	0.0	10	-1	27*
Cc1ccc(-n2nc(C)c(Sc3ccccc3[N+](=O)[O-])c2N)cc1	0	-1	-4	6	-8	-0.5	3	-4	-0.96
COc1ccc(OC)c(-c2nc3cc4ccccc4cc3nc2-c2ccccc2)c1	3	-4	3	23	-7	0.9	12	-11	0.4
COCc1cc(C2C(C(=O)c3ccco3)=C(O)C(=O)N2CCOCCO)ccc1O (stereo unspecified)	-6	1	-1	10	4	-0.2	13	6	·
CC1CC(C)(C)NC(=S)N1CCCC(=O)Nc1ccc(Br)cc1 (stereo unspecified)	1	1	-2	-1	-27	0.4	8	-1	-0.23
Cc1ccc(-c2noc(CCC(=O)N3CCCC3)n2)cc1	0	-5	3	-6	-40	0.1	3	-22	·
CN1CCN(CCc2nc3cc(NC(=O)COc4ccccc4)ccc3n2C)CC1	-1	5	-3	4	-7	-0.4	11	-5	·

# Assay outcomes (PubChem)
